# Screening results as filed in PubChem BioAssay.
# NPC1 prom act: qHTS Assay for NPC1 Promoter Activators. Huh7 NPC1 promoter luciferase reporter, 24 h. Potency, µM (top dose mostly 9.22 µM), for the others: at the top dose activation, hits mostly activators. 2.4% of 320,000 active. AID 485313, 2010;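 note: % of control where 0% means no effect; nearly all actives have a fitted effect of over 60% in size; reporter is driven by a mutant NPC1 promoter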
#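 Huh7 cells stably carrying NPC1 promoter–luciferase, plated in Opti-MEM with 10% FBS for 2 h, were exposed to compound in DMSO for 24 h at 37 °C; luciferase reagent was added for 10 min and luminescence read.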
# BRCA1 expr act: qHTS Assay to Identify Small Molecule Activators of BRCA1 Expression; MCF7-BRCA1-FFLuc reporter, luminescence, 48 h; response scale: scaled: vehicle 0%, 10 µM genistein 100%; Potency, µM (titrated, usually from 46.1 µM), inactives show top-dose activation, hits mostly activators; 1.1% of 380,000 active; AID 624202, 2012; note: nearly all actives have a fitted effect of over 80% in size; some results filed as inactive show a strong effect at the top dose
#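 First, MCF7-BRCA1-FFLuc cells (2000/well) attach for 2 h; next, compounds are pin-added and incubated 48 h at 37 °C; finally, luciferase reagent is added and luminescence read after 15 min.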
# ELG1 genotoxic: qHTS screen for small molecules that induce genotoxicity in human embryonic kidney (HEK293T) cells expressing luciferase-tagged ELG1; Potency, µM (highest dose often 46 µM), for inactives: top-dose activity change, positive = activation, most hits filed as activators; 1.3% of 330,000 active; HEK293T ELG1-luciferase reporter, luminescence, 16 h; AID 504466, 2011; note: % of control where 0% means no effect; nearly all actives have a fitted effect of over 60% in size
#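 Genotoxic stress is detected as increased luminescence from luciferase-tagged ELG1 in HEK293T cells, measured with ONE-Glo after a 16 hr treatment at 37 °C.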
# Gal4-VP16 FLuc: VP16 counterscreen qHTS for inhibitors of ROR gamma transcriptional activity. Potency, µM (highest dose often 53.6 µM), for the others: at the top dose activity, negative = inhibition, usual class: inhibitors. 3.5% of 310,000 active. Drosophila S2 Gal4-VP16 UAS-luciferase, luminescence, 20 h. AID 2546, 2010;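 note: Gal4-VP16 expression switched on by copper sulfate through the metallothionein promoter; % is set by controls: 0 for no effect and ±100 for the full control effect; nearly all actives have a fitted effect of over 50% in size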
# RORg inh: qHTS for inhibitors of ROR gamma transcriptional activity | Nuclear receptor ROR-gamma (Mus musculus), P51450 | Drosophila S2 Gal4-RORgamma UAS-luciferase reporter, 20 h | Potency, µM (doses to about 53.6 µM), for inactives: at the highest dose activity change, negative = inhibition, hits mostly inhibitors | 5.4% of 310,000 active; note: % is set by controls: 0 for no effect and ±100 for the full control effect; nearly all actives have a fitted effect of over 60% in size
#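 A Gal4/UAS one-hybrid system in insect cells: metallothionein-promoter Gal4–ROR gamma fusion plus Photinus luciferase reporter. Copper sulfate 700 uM final, 20 hr ambient incubation, luminescent detection after 10 min with reagent.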
# FLuc counter: qHTS profiling assay for firefly luciferase inhibitor/activator using purifed enzyme and Km concentrations of substrates (counterscreen for miR-21 project); Luciferin 4-monooxygenase (Photinus pyralis), P08659; purified FLuc, Km substrates, luminescence inhibition; Potency, µM (highest dose often 57.5 µM), inactives show at the highest dose activity change, negative = inhibition, usual class: inhibitors; 6.9% of 360,000 active; AID 588342, 2011;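 note: plate controls were vehicle for no effect and reference inhibitor for full effect; nearly all actives have a fitted effect of over 55% in size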
# Target sequence (P08659 whole entry, looked up): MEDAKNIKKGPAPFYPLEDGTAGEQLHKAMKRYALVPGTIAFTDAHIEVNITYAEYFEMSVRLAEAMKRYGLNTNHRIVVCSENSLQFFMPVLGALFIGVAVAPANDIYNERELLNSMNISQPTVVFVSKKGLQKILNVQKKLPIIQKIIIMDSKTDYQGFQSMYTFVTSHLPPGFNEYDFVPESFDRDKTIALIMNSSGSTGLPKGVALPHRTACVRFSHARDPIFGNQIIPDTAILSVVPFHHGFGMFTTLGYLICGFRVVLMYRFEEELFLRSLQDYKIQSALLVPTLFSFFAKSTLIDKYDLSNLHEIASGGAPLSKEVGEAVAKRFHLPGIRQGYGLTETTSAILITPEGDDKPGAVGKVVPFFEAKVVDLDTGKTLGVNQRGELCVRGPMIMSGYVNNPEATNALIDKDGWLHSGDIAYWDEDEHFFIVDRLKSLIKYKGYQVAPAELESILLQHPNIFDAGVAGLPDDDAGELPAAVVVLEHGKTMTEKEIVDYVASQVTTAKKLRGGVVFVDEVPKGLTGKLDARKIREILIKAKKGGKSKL
#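 Purified P. pyralis luciferase, 10 nM final, with Km-level 10 uM D-luciferin and 10 uM ATP in 50 mM Tris acetate pH 7.5, 10 mM Mg acetate, 0.01% Tween-20, 0.05% BSA; 6-point qHTS titration about 60 µM downward; luminescence read.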
# p53 reactivation: qHTS assay for re-activators of p53 using a Luc reporter; H1299 p53-A138V BP100-luciferase reporter, luminescence, 24 h; AID 504706, 2011; 0.063% of 320,000 active; Potency, µM (titrated, usually from 92.2 µM), for the others: at the highest dose activity change, positive = activation, hits mostly activators; note: % of control where 0% means no effect; nearly all actives have a fitted effect of over 45% in size
#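 p53-null H1299 cells stably carrying temperature-sensitive p53-A138V and a BP100-luciferase reporter were pinned with compounds (4-point, 1:5 series) and held 24 hrs at 37 deg C. Luminescence was read 10 min after detection reagent.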
# MBNL1 CUG block: qHTS Assay for Inhibitors of MBNL1-poly(CUG) RNA binding. TR-FRET MBNL1-His/biotin-(CUG)12 binding, 665/545 ratio. 0.036% of 280,000 active. Potency, µM (top dose mostly 57.5 µM), inactives show top-dose activity change, negative = inhibition, usual class: inhibitors; active = well fitted inhibition curve with a large enough effect in the signal ratio, with a control signal flat, not every such curve was filed as active; inconclusive = small, poorly fitted or top-dose-only effect, or effect the other way, or a change in a side signal; inactive = no such curve, though single readings can be large or run the other way; the % refers to the signal ratio; note: % is set by controls: 0 for no effect and ±100 for the full control effect
# Target sequence (Q9NR56 whole entry, looked up): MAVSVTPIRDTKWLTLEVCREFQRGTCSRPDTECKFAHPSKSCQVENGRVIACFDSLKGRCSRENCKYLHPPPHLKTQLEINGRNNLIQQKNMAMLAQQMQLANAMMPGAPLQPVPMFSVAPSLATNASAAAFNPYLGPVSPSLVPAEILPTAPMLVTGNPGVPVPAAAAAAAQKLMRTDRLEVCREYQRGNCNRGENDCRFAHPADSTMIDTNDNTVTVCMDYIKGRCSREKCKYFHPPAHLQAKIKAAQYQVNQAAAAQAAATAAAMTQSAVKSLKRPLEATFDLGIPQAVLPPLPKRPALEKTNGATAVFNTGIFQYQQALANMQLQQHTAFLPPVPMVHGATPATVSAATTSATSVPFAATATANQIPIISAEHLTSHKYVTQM
#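 Compounds (final 92 nM to 58 uM) are added to His-tagged MBNL1 and biotin-(CUG)12, then terbium anti-His antibody and streptavidin-XL665 (5 nM final). After 60 min at room temperature, the 665/545 nm ratio is read.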
# Rab9 prom act: qHTS Assay for Rab9 Promoter Activators | AID 485297, 2010 | Huh7 Rab9 promoter-luciferase reporter, luminescence, 24 h | 2.8% of 320,000 active | Potency, µM (top dose mostly 9.22 µM), without a hit: at the highest dose activation, negative = inhibition, actives largely listed as activators; note: % of control where 0% means no effect; nearly all actives have a fitted effect of over 60% in size
#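 Stable Rab9-luc Huh7, 1500 cells/well, 2 h settle; cmpd in DMSO, 24 h, 37 °C/5% CO2; luciferase reagent 10 min RT; luminescence.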
# uPA generation: qHTS for Inhibitors of Cell Surface uPA Generation | cell surface uPA generation assay, qHTS | Potency, µM (series often up to 38.3 µM), inactives show at the highest dose activity change, negative = inhibition, usual class: inhibitors | 0.31% of 330,000 active | AID 540303, 2011; active = well fitted inhibition curve with a large enough effect; inconclusive = small, poorly fitted or top-dose-only effect; inactive = no such curve, though single readings can be large or run the other way; tested in mouse RAW 264.7 cells; note: % is set by controls: 0 for no effect and ±100 for the full control effect; nearly all actives have a fitted effect of over 55% in size
# MLL CXXC-DNA inh: qHTS Fluorescence Polarization Assay for Inhibitors of MLL CXXC domain - DNA interaction | Histone-lysine N-methyltransferase 2A (Homo sapiens), Q03164 | MLL-CXXC / FITC-HOXA9 DNA fluorescence polarization | Potency, µM (series often up to 115 µM), for the others: at the highest dose activity change, negative = inhibition, most hits filed as inhibitors | 0.037% of 290,000 active | AID 2662, 2010; active = well fitted inhibition curve with a large enough effect in the polarisation, with a control signal flat, not every such curve was filed as active; inconclusive = small, poorly fitted or top-dose-only effect, or effect the other way, or a change in a side signal; inactive = no such curve, though single readings can be large or run the other way; the % refers to the polarisation
#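 Steps: dispense CXXC domain solution (7 uM) → pin compounds or unlabeled HOX-A9 DNA control → 5 min ambient → add FLSN-HOX-A9 solution (50 nM) → spin → 30 min ambient → fluorescence polarization. Tris pH 7.5/NaCl/DTT/BSA buffer.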
# Active calls of the source: *; ? = inconclusive; nt = no result given; [ ] = dose if it differs, or a comment. Unless noted, calls come from the whole dose curve; as a rule, active = well fitted curve in the direction sought with a large enough effect; inconclusive = small, poorly fitted or top-dose-only effect, or another doubt; inactive = no such curve, though single readings can be large; an effect the other way counts as inactive or inconclusive. Potency is the fitted concentration of half-maximal effect. This is a subset (hit frequency here may not be typical).
SMILES,NPC1 prom act,BRCA1 expr act,ELG1 genotoxic,Gal4-VP16 FLuc,RORg inh,FLuc counter,p53 reactivation,MBNL1 CUG block,Rab9 prom act,uPA generation,MLL CXXC-DNA inh
Cc1ccccc1Cn1cnc2c([N+](=O)[O-])c(C)c(C)cc21,-5%,-12%,-6%,-9%,22%,5%,-8%,-6%,-8%,-2%,9%
CC(C)c1nnc(NC(=O)c2c(O)c3cccc4c3n(c2=O)CCC4)s1,-1%,-45%,-14%,-9%,25%,-1%,-5%,?,-3%,-11%,-6%
O=C(c1cc([N+](=O)[O-])ccc1N1CCOCC1)N1CCN(S(=O)(=O)c2ccc(F)cc2)CC1,0%,-2%,0%,nt,nt,-1%,-5%,nt,-3%,9%,nt
CC1(C)CC2c3cccc(C(=O)O)c3C(=O)N2c2c1ccc1ccccc21 (configuration not stated),0%,-46%,-3%,19%,5%,2%,-9%,-10%,-7%,1%,10%
CCOC(=O)C(=O)NCC(c1cccs1)S(=O)(=O)c1ccc(F)cc1 (configuration not stated),0%,-4%,7%,nt,nt,-2%,-2%,nt,-4%,-1%,nt
O[C@@H]([C@H](O)[C@H](O)CBr)[C@H](O)CBr,nt,8%,nt,1%,0%[10 µM],nt,nt,nt,nt,6%,1%
Cc1nc(SCC(=O)O)n[nH]1,3%,-21%,0%,4%,16%,-1%,-1%,-6%,0%,2%,0%
O=C(CCNS(=O)(=O)c1ccccc1)N1CCCCCCC1,2%,42%,?,nt,nt,-9%,10%,nt,2%,1%,nt
CCOC(=O)c1c(C)[nH]c(C(=O)COC(=O)CNC(=O)c2ccc(Cl)cc2)c1C,-1%,-23%,5%,1%,139%,-4%,-9%,-3%,1%,0%,7%
CC1CCc2c(sc3ncn(Cc4ccc(C(=O)O)cc4)c(=O)c23)C1 (configuration not stated),20%,?,?,-2%,-2%,21µM*,-5%,-6%,19%,-1%,0%
Cc1csc(NC(=O)CSCC(=O)Nc2ccccc2)n1,0%,7%,1%,0%[0.365 µM],29%,3%,0%,-4%,-3%,-3%,5%
O=C(c1ccco1)N1CCCC(N2CCN(c3ccccc3F)CC2)C1 (configuration not stated),-5%,26%,-3%,-14%,-9%,2%,21%,-7%,22%,2%,9%
Cc1ccc(CN(C)C(=O)CN2C(=O)NC(c3ccccc3)(c3ccccc3)C2=O)c(C)c1,-1%,-50%,-12%,nt,nt,0%,-3%,nt,-3%,?,nt
COc1ccc(NC(=O)c2nc[nH]c2C(=O)NCc2ccccc2)cc1,-2%,-16%,-1%,nt,nt,2%,5%,nt,1%,6%,nt
Cc1cc(C)c(NC(=O)CSc2nnc(CN3CCOCC3)n2C)c(C)c1,-6%,1%,-6%,-6%,-11%,-2%,3%,-3%,-1%,1%,6%
COc1cccc(/C=N/Nc2snc(SC)c2C#N)c1O,1%,-30%,3%,?,?,4.8µM*,?,-17%[11.5 µM],3%,-9%,16%
O=C(c1nc2nc(-c3ccccc3)cc(C(F)(F)F)n2n1)N1CCOCC1,0%,0%,0%,-7%,-20%,4%,-8%,?,-7%,2%,3%
COc1ccc(C)cc1S(=O)(=O)N1CCN(C(=O)c2ncoc2-c2ccccc2C)CC1,-1%,-2%,0%,-4%,15%,0%,1%,-7%,-2%,-5%,-2%
CC1(C)Cc2c(c(N3CCOCC3)nc3sc4c(NCCN5CCOCC5)nnnc4c23)CS1,-4%,-4%,-7%,-24%,10%,7%,-1%,-13%,-3%,-17%,?
Cc1ccc(OCCCC(=O)N2CCOCC2)cc1,20%,67%,9%,-3%,24%,?,2%,-2%,14%,7%,-12%
CCOc1cc(NC(=O)C2CCCCC2)c(OCC)cc1NC(=O)c1ccccn1,-6%,1%,-4%,2%,19%,-12%,6%,-7%,-7%,-2%,4%
Cc1c(C(=O)Nc2ccccc2C(=O)N2CCOCC2)cccc1[N+](=O)[O-],2%,15%,-3%,-9%,24%,3%,3%,nt,-1%,1%,32%[activator]
CCOC(=O)CSC1=C(C#N)C(c2sccc2C)CC(=O)N1 (configuration not stated),-24%,-78%,0%,-3%,10%,-2%,6%,17%,-13%,nt,0%
COCCNC(=O)CSc1nc(-c2ccc(OC)c(OC)c2)cc(C(F)(F)F)n1,0%,-2%,9%,nt,6%[0.365 µM],6%,-8%,2%,-1%,-4%,-4%
CC(=O)Nc1ccc(NC(=O)/C=C/c2ccccc2)cc1,4%,-1%,-6%,0%,12%,?,15%,6%,6%,-1%,3%
COc1ccc(O)c(C(=O)c2cnn(-c3ccc(Cl)cc3)c2)c1,4%,43%,4%,7%,?,17µM*,6%,7%,18%,2%,5%
Fc1ccc(Cn2nnc3ccccc32)cc1,-12%,-45%,3%,9%,0%,-1%,0%,1%,-4%[1.84 µM],?,-8%
Cc1ccc(Cl)c2c1NC(=O)C2(O)CC(=O)c1ccccc1O (configuration not stated),4%,-25%,1%,-14%,-28%,2%,17%,5%,-1%,-2%,-9%
COc1ccc(S(=O)(=O)NCc2ccncc2)cc1OC,-7%,-47%,-1%,?,-33%,4%,-2%,3%,-20%,nt,-2%
CC(C)OC(=O)CC(=O)c1sc2nc3c(cc2c1N)CN(C)CC3,6%,-3%,-1%,0%,-22%,-15%,7%,?,11%,8%,13µM*
O=C(c1ccccc1)c1ccc(N2CCOCC2)c(F)c1,3.5µM*,?,?,-5%,20%,11µM*,?,-2%,3.5µM*,nt,-3%
COC(=O)c1c(NC(=O)C(C)(C)C)sc2c1C(C(=O)OC)CC2 (configuration not stated),-4%,6%,0%,6%,39%,3%,-4%,-16%,3%,-2%,4%
COc1ccc(C(=O)NCCNc2nc3ccc(C)cc3cc2C#N)cc1OC,-5%,-13%,-8%,-13%,25%,-9%,?,84%[activator],-4%,-6%,-7%
CC(C)CNC(CC(=O)O)c1ccccc1 (configuration not stated),-1%,-14%,3%,3%,-2%,0%,-2%,6%,-8%,-1%,4%
Cc1[nH]n(-c2ccccc2)c(=O)c1C(C[N+](=O)[O-])c1ccc(Br)cc1 (configuration not stated),-2%,-7%,-13%,-26%,?,-11%,-1%,-4%,0%,-10%,0%
CC[N+](CC)(CC)C/C(N)=N/O,-2%,-8%,1%,-8%,-25%,-2%,-6%,-15%,3%,2%,0%
Cc1ccc(C)c(NC(=O)CN(C)C(=O)c2ccc3ncsc3c2)c1,0%,43%,-3%,nt,nt,-11%,-1%,nt,1%,13%,nt
N#CC1=C(N)Oc2ccc3ccc(O)cc3c2C1c1cccnc1 (configuration not stated),-1%,-30%,0%,-11%,14%,5%,-14%,-6%,3%,-9%,18%
O=C(Cc1ccccc1[N+](=O)[O-])N1CCOCC1,-1%,5%,3%,4%,-41%,6%,nt,16%,-1%,5%,-11%
COc1ccc(C(=O)NC2(C(F)(F)F)NC(=O)N(CCCc3ccccc3)C2=O)cc1OC (configuration not stated),-1%,-68%,-4%,-4%,?,-1%,-9%,-7%,-10%,-6%,0%
Cc1cccc(-n2ccnc2CN2CCN(C3CCCC3)C(CCO)C2)c1 (configuration not stated),-2%,-11%,0%,-16%,-25%,1%,1%,-7%,3%,3%,22%
Cc1ccn2cc(C(=O)Nc3ccc4c(c3)OCCO4)nc2c1,1.4µM*,17%,5.8µM*,4.5µM*,1.3µM*,1.9µM*,10%,5%,1µM*,?,-10%
N#Cc1c(NC(=O)c2cnccn2)sc2c1CCCC2,18%,-18%,?,?,?,6µM*,?,?,?,-11%,15%
CC(C)OCCCNC(=O)c1ccc(NS(C)(=O)=O)cc1,0%,0%,-3%,7%,9%,5%,-4%,-1%,-9%,1%,-4%
COCCN(C(=O)COC(=O)CCc1ccc(OC)cc1)c1c(N)n(Cc2ccccc2)c(=O)[nH]c1=O,-6%,-21%,6%,nt,nt,6%,-4%,nt,-1%,-7%,nt
CC(=O)Nc1ccc(Nc2ncnc3c2cnn3-c2cccc(C)c2)cc1,2.8µM*,?,10%,-9%,-29%,-15%,9%,-9%,3.2µM*,-2%,8%
COC(=O)C1=C(N)Oc2cc(C)[nH]c(=O)c2C1c1ccc(Cl)cc1 (configuration not stated),0%,-2%,7%,3%,3%,-1%,-5%,6%,8%,1%,-6%
O=C(Nc1ccc2c(c1)OCO2)c1cccc(Cl)c1,3.2µM*,11µM*,?,2%,34%,9.5µM*,?,6%,2.2µM*,-3%,1%
